EBNA-1 inh = EBNA-1 DNA-binding inhibitors, primary screen, biochemical, fluorescence polarization; inhibition, % at 14.8 µM; 300,000 compounds, 0.34% hits; AID 1950, 2009; in the data active = inhibition above about 28%
Efflux pump mplx = inhibitors of Candida efflux pumps in yeast, primary screen, S. cerevisiae, Nile Red, multiplex. 330,000 compounds, 0.44% hits. AID 485275, 2010. inhibition, % at 10 µM. S. cerevisiae Candida pump triplex;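 active = plate passing quality check with inhibition over a set limit, or well fluorescence over plate mean plus 4 SD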;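 note: Nile Red retained in pooled yeast measured as flow cytometry median fluorescence; 0% = buffer negative control and 100% = Enniatin B positive control; higher means more Nile Red kept so more efflux inhibition; some compounds called inactive have numbers as strong as hits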
MCL1 BIM primary = inhibitors of MCL1 binding to BIM-BH3, primary screen, biochemical, fluorescence polarization; GST-MCL1 / FITC-Bim-BH3 fluorescence polarization; 320,000 compounds, 0.68% hits; AID 2057, 2009; inhibition, % at 10.9 µM;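 active = inhibition above the mean inhibition of all tested compounds plus 3 SD, set per campaign, cut at about 40% in these data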;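 note: 0% = DMSO wells and 100% = unlabeled Bim-BH3 peptide control; higher means more loss of mP so more displacement of Bim peptide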
Target sequence (Q07820 whole entry, looked up): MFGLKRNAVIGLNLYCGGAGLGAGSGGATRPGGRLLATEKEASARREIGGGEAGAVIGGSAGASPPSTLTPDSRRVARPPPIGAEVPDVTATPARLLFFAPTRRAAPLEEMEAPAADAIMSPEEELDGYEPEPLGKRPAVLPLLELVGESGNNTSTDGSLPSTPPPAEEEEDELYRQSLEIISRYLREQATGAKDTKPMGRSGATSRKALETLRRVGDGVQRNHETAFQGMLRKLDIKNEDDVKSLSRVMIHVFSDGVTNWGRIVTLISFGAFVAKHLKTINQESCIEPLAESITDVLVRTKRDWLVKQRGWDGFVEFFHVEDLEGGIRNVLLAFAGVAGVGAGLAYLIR
GLD-1 RNA inh = GLD-1/TGE RNA complex disruptors, primary screen, biochemical, fluorescence polarization; 320,000 compounds, 0.44% hits; Female germline-specific tumor suppressor gld-1 (Caenorhabditis elegans), Q17339; AID 2280, 2010; inhibition, % at 5.96 µM; purified GLD-1 + fluorescein TGE RNA;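 active = percent inhibition above a per-plate cutoff, the plate mean of test compounds plus 3 SD, cut at about 30% in these data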;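 note: 0% = DMSO wells with GLD-1 and probe and 100% = wells lacking GLD-1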
Yeast superoxide = reduction of superoxide in aged yeast, primary screen, HTS. S. cerevisiae aged cells, superoxide DHE fluorescence; stronger effect = lower value. superoxide response (% of plate mean), % at 10 µM. 330,000 compounds, 0.18% hits. AID 2690, 2010;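 active = superoxide response under a set limit, about three screen SD below normal, cut at about 65% in these data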;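 note: yeast aged for seven days with compound at 30 °C before DHE staining; 100% = average MFI of all compound-treated wells on the plate with controls excluded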
MEX-5 binding = MEX-5 zinc finger RNA-binding disruptors – biochemical, C. elegans, fluorescence polarization, MLPCN library, primary screen; 300,000 compounds, 0.38% hits; activity score (negative = inhibition of binding), % at 10 µM; Zinc finger protein mex-5 (Caenorhabditis elegans), Q9XUB2; MEX-5/FITC-TCR2 RNA binding; stronger effect = lower value;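 active = inhibition past about -25% in most replicates, and total fluorescence under double the plate's negative control median, limit read from the data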;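 note: 0% = DMSO and -100% = 5 µM competing unlabeled TCR2 RNA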
Target sequence (Q9XUB2 whole entry, looked up): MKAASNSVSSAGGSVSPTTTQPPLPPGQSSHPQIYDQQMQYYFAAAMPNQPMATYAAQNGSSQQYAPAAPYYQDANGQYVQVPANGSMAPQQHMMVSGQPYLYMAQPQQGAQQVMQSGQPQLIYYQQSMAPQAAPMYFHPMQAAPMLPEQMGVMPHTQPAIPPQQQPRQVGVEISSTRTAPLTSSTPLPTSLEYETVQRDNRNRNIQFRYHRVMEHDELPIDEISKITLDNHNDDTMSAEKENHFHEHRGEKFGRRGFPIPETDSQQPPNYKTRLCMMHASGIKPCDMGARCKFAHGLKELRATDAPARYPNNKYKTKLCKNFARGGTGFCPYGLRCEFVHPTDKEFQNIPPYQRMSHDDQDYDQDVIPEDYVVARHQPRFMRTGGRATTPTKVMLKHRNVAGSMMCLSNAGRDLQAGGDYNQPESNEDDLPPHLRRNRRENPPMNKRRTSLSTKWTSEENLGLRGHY
Bcl-xL primary = inhibitors of human Bcl-xL, primary screen, biochemical, fluorescence polarization, HTS. Bcl-2-like protein 1 (Homo sapiens), Q07817. GST-Bcl-xL / FITC-Bim BH3 peptide fluorescence polarization. inhibition, % at 10.9 µM. 320,000 compounds, 0.7% hits;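 active = inhibition above the mean of all tested compounds plus 3 SD, cutoff set per campaign, cut at about 30% in these data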;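 note: 0% = DMSO wells and 100% = unlabeled Bim-BH3 peptide competitor; inhibitors lower millipolarization by displacing the labeled peptide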
ZTA DNA inh = blocks Epstein-Barr virus ZTA, an EBNA-1 counter-screen; ZTA-DNA binding, fluorescence polarization; AID 2234; P03206; inhibition, % at 11 µM; 320,000 compounds, 0.15% hits; in the data active = inhibition above about 33%
Target sequence (P03206 whole entry, looked up): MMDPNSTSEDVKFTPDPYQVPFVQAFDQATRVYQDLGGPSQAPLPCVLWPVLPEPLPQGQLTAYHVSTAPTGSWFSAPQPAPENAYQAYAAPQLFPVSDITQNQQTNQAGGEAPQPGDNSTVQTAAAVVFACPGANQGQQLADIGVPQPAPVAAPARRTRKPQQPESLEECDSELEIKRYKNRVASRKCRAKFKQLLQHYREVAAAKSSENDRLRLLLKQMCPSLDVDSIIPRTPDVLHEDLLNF
Fam108B counter = mouse Fam108B serine hydrolase inhibitors, primary screen, counter-screen for RBBP9 inhibitor project, biochemical, fluorescence polarization; recombinant Fam108B, FP-Rh probe fluorescence polarization; inhibition, % at 9.51 µM; 300,000 compounds, 0.33% hits; AID 1947, 2009;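 active = inhibition above the screen mean inhibition plus 3 SD, computed separately per campaign, cut at about 18% in these data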;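 note: inhibitors lower polarization as less probe binds the enzyme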
Numbers without * were called inactive; nt = no result given. Hits appear at their usual frequency. Share with any hit: about 2.3%.

compound	EBNA-1 inh	Efflux pump mplx	MCL1 BIM primary	GLD-1 RNA inh	Yeast superoxide	MEX-5 binding	Bcl-xL primary	ZTA DNA inh	Fam108B counter
CCN(CC)CCCNc1nc(-n2nc(C)cc2C)nc2sc3c(c12)CC(C)(C)OC3	9	-0.1	3	-2	105	6.1	-3	4	4
Cn1cc(-c2nnnn2-c2ccc(Cl)cc2)c(C(F)(F)F)n1	10	0.1	5	6	102	-0.5	5	-10	3
CCN(CC)S(=O)(=O)c1ccc(N2CCOCC2)c(NC(=O)CN2C(=O)NC(C)(c3ccccc3)C2=O)c1 (stereo not given)	-10	0.2	-2	0	102	-0.3	-3	-9	2
CCOc1ccc(C(=O)OCc2nnc(-c3cccs3)o2)cc1OC	-3	0.0	-6	0	88	-2.3	-5	10	0
C=CCn1c(=NC(=O)c2cc(Cl)sc2Cl)sc2cc(S(N)(=O)=O)ccc21	10	0.1	-25	-29	108	-5.7	-12	8	-12
O=C(NC1CCN(S(=O)(=O)c2ccc(Cl)c(F)c2)CC1)c1cccnc1	-19	0.1	1	3	106	-4.8	1	-7	-3
COc1cc(/C=C/C(=O)Nc2cc(S(=O)(=O)N3CCOCC3)ccc2N2CCCC2)cc(OC)c1OC	-5	0.1	-4	2	109	-0.3	0	-6	1
NC(=O)C1CCN(C(=O)c2ccc3nc(N4CCCCC4)sc3c2)CC1	4	-0.3	3	6	93	nt	-1	-17	3
COc1ccc(C(=O)CSc2nnc(-c3cccnc3)n2Cc2ccco2)cc1	7	-0.1	6	3	108	0.9	5	8	2
Cc1cccc(-c2nc3c(c(=O)c4ccccc4n3C)c(=O)n2-c2ccccc2)c1	-1	0.0	-2	-2	99	0.9	7	6	-2
O=C(COC(=O)/C=C/c1cccc([N+](=O)[O-])c1)Nc1ccc(Cl)cn1	nt	-0.1	-5	-1	82	nt	-7	-2	nt
CCOC(=O)c1ncn2c1[C@@H]1CCNC1C(=O)c1cc(OC)ccc1-2 (stereo not given in full)	7	-0.1	-6	1	90	nt	-2	17	-1
Cc1ccc(S(=O)(=O)N2CCOC2CNC(=O)C(=O)NCC(C)C)cc1 (stereo not given)	5	0.0	7	7	99	1.2	4	-16	3
Cc1cccc(N2C(=O)CSC23CCCCC3)c1	11	-0.2	8	8	97	-0.7	6	3	-3
COc1ccc(OC)c(NC(=O)C(CC(=O)O)Cc2ccc(Cl)cc2)c1 (stereo not given)	10	-0.1	-3	2	95	-2.3	2	7	-3
CSc1ccccc1OCc1cc(C(=O)NCc2cnc(C)cn2)no1	2	-0.7	9	13	94	-3.4	3	-7	1
CCOC(=O)c1nc(NCc2ccccc2C)c2ccccc2n1	2	0.1	1	8	99	1.7	0	-2	0
O=C(CN1C(=O)NC(Cc2c[nH]c3ccccc23)C1=O)NCC(F)(F)F (stereo not given)	-8	0.0	-7	5	96	0.7	-4	-6	7
COC(=O)c1c(C)[nH]c(C(=O)NCc2ccco2)c1C	1	-0.1	-3	3	95	1.3	4	0	2
Cc1cccnc1NC(=O)c1cc2ccccc2oc1=O	10	-0.1	6	2	89	-1.0	6	-10	3
COc1ccc(CC(=O)OC(C)C(=O)NCc2ccc3c(c2)OCO3)cc1OC (stereo not given)	-11	0.2	-5	-4	103	1.8	1	2	-1
O=C(O)CCCCCn1c(SCC(=O)c2ccc(O)c(O)c2)nc2ccsc2c1=O	5	0.9	22	4	108	-27*	12	1	-6
O=C(C1=C[C@@H](C2CC2)C[C@@H](OCc2ccc(CO)cc2)O1)N1CCOCC1	-6	nt	0	-6	nt	-1.6	3	0	2
Cc1ccc(S(=O)(=O)Nc2ccccc2CNc2c(C)n(C)n(-c3ccccc3)c2=O)cc1	-18	0.2	-5	0	122	3.9	-1	1	0
COc1ccc(C(=O)c2oc3nc(C)cc(C)c3c2N)cc1	-7	-0.1	-6	0	103	1.5	1	-7	-1
CCC1=C(OC(=O)N(CC)CC)N2C(=O)OC(=NCC3CC3)[C@]2(C)[C@H]2C1=CC[C@H]1C(=O)N(CC(=O)OC)C(=O)[C@H]12	9	0.0	2	1	93	nt	6	14	0
O=C(CN1C(=O)C2CC=CCC2C1=O)Nc1nc2ccccc2s1 (stereo not given)	7	0.0	1	1	101	-0.3	6	-5	-2
CCc1cccc(NC(=O)C2CCCN2S(=O)(=O)c2ccc3c(c2)n(C)c(=O)c(=O)n3C)c1 (stereo not given)	11	0.1	8	-2	90	0.5	4	4	2
c1csc(-c2noc(CN3CCOCC3)n2)c1	-13	0.2	-17	2	101	-0.2	-11	-8	-3
O=C(N1CCCC1)C12CC3CC(CC(C3)C1)C2	-22	0.3	4	2	108	-9.4	1	2	-2
Cc1ccc(N(CC(=O)NCc2ccco2)S(=O)(=O)c2ccccc2)cc1	-10	-0.1	-3	7	100	1.1	2	-7	1
CCCCNc1nc(-c2ccccc2)nc(-n2ccnc2)n1	-8	0.0	-4	-7	110	0.3	-4	-7	-5
COc1cccc(CNn2cnnc2)c1OCc1ccccc1F	-2	0.3	-5	10	94	-1.8	-6	7	1
Cc1ccc(NS(=O)(=O)c2ccc(C(=O)NCC(c3ccco3)N3CCCCC3)cc2)cc1 (stereo not given)	3	0.0	-2	1	104	-1.3	4	6	-1
COCc1cc(C)nc2oc(C(=O)c3ccccc3)c(N)c12	0	-0.1	-2	-2	112	2.8	6	-3	0
O=C(CNC(=O)N1CC(=O)Nc2ccccc21)Nc1cccc(F)c1	-3	0.1	5	-2	148	-1.1	1	18	-1
N#Cc1ccsc1NC(=O)CCc1ccccc1	3	0.1	11	-4	93	3.4	14	9	0
NC(=O)C1CCN(C(=O)c2cc(S(=O)(=O)N3CCOCC3)ccc2Cl)CC1	3	0.0	0	1	104	1.1	5	11	5
CCn1ncc(CNC(=O)CCCSc2nc(-c3ccco3)cc(C(F)(F)F)n2)c1C	4	-0.3	0	-2	91	0.5	4	17	3
Cc1ccc(S(=O)(=O)NC2CCOC(C)(C)C2)cc1 (stereo not given)	-3	-0.3	1	16	92	-0.1	5	-6	-1
Cc1ccc(OCc2n[nH]c(=S)n2-c2ccc(Cl)cc2)cc1	1	0.1	-7	6	99	-0.7	-13	-12	3
O=C(O)COc1ccc(/C=C/C(=O)c2ccc3ccccc3c2)cc1	-1	0.0	5	5	100	2.2	10	23	-8
CC1=NN(c2ccc(C(=O)O)cc2)C(=O)/C1=C\c1ccc(OC(=O)c2cccs2)cc1	3	0.1	9	6	98	-3.3	8	1	8
CCCN1CCN(CCCNC(=O)c2ccccc2NC(=O)C2=C(C)OCCS2)CC1	-1	1.0	9	1	100	0.2	2	3	3
CCOC(=O)N1CCN(C(=O)c2cnc(Nc3ccccc3OC)c3ccccc23)CC1	3	0.3	2	3	114	nt	2	15	0
CCCCN(CCCC)C(=O)c1sc2nc(N3CCOCC3)c3c(c2c1N)CCCC3	2	0.2	-2	3	107	2.7	0	3	-1
COc1cc(/C=C/C(=O)OCC(=O)NCc2cccs2)ccc1OCC#N	-2	0.1	2	3	112	-3.7	3	-5	2
O=C(Cc1ccccc1)NN1C(=O)C2C3C=CC([C@@H]2C1=O)C31CC1 (stereo not given in full)	5	0.0	3	5	96	-0.1	3	-7	-4
Cc1cc(C(F)(F)F)nc(-n2cc(-c3ccccc3)nn2)n1	3	0.0	-1	11	87	1.1	7	-4	-4
Cc1ccc(CNC(=O)c2ccc3c(=O)[nH]c4c(C(=O)NCC5CCCO5)sc(=S)n4c3c2)cc1 (stereo not given)	-6	0.2	-6	-4	101	-1.7	1	10	17
CS(=O)(=O)N(CC(=O)N1CCCCCC1)c1ccc(Br)cc1	-4	0.0	2	0	94	0.4	6	-6	1
O=C(CN1CSCC1=O)N1CCN(S(=O)(=O)c2ccc(Cl)cc2)CC1	nt	0.1	3	-2	90	nt	3	4	nt
CC(/C=N/NC(=O)CSc1n[nH]c(=O)[nH]c1=O)=C\c1ccccc1	-10	0.1	6	5	92	-3.8	-2	-7	0
Cc1nn(C)c(C)c1CNC(=O)c1cnn2c1NC(c1ccccc1)CC2C(F)(F)F (stereo not given)	5	0.0	-1	5	108	-5.1	3	-5	-9
COc1ccc(N(C(=O)c2ccco2)C(C(=O)NC2CCCCC2)c2cccs2)cc1OC (stereo not given)	0	0.0	4	-5	102	2.0	1	4	2
CCOc1ccccc1NC(C)C(=O)Nc1cc(C(F)(F)F)ccc1N1CCOCC1 (stereo not given)	3	-0.1	6	4	106	-0.5	1	0	0

Remaining list, next part:
compound	EBNA-1 inh	Efflux pump mplx	MCL1 BIM primary	GLD-1 RNA inh	Yeast superoxide	MEX-5 binding	Bcl-xL primary	ZTA DNA inh	Fam108B counter
Cc1nnc(N/N=C/c2ccccn2)[nH]c1=O	3	-0.1	6	3	94	0.8	3	-13	0
COc1ccc(COc2ccc(S(=O)(=O)N3CCCC3)cc2C(N)=O)cc1F	3	-0.1	7	1	109	-1.9	5	4	0
CCOC(=O)c1c(C)n(C)c2ccc(OC)c(NC(=O)CN3CCSCC3)c12	-9	0.0	3	0	91	2.7	2	7	4
O=C(OCC(=O)N1CCc2ccccc21)c1ccc[n+]([O-])c1	8	0.0	0	-7	90	0.0	1	-1	0
Cc1ccc2oc(-c3cccc(NC(=O)Cn4cnc5c(=O)n(C)c(=O)n(C)c54)c3)nc2c1	11	0.0	-1	-6	125	0.3	1	0	-4
COc1cccc(N2CCN(C(C)C(=O)NC34CC5CC(CC(C5)C3)C4)CC2)c1 (stereo not given)	4	0.2	-7	1	96	0.8	1	7	1
CCOC(=O)c1c(C)[nH]c(C)c1S(=O)(=O)NCC1CCN(Cc2cccc(F)c2)CC1	-6	0.1	-6	5	111	0.1	-6	2	5
O=C(Cc1ccccc1)NCc1cccnc1	7	-0.1	5	-2	96	-0.5	6	-24	-1
Cc1ccccc1NC(=O)C1c2cccc[n+]2CC(=O)N1Cc1ccc2c(c1)OCO2 (stereo not given)	9	0.0	-10	-2	97	-0.3	3	2	3
C=CCNC(=O)C(=O)c1cccn1-c1ccsc1C(=O)OC	-10	0.1	-2	2	96	-1.3	3	0	3
COC(=O)c1ccc(COc2ccc(C)cc2[N+](=O)[O-])o1	2	0.1	3	-2	102	2.4	6	7	2
CCCCNC(=O)C1c2ccccc2C(=O)N(c2ccc(OC)cc2)C1c1ccc(OC)cc1 (stereo not given)	3	-0.1	-1	-2	116	-4.0	2	10	0
O=C(Cc1ccccc1)Nc1cccnc1	-13	0.1	-12	2	89	4.0	-3	-7	-1
Cc1ccc(NC(=O)Cn2c(=O)n(CCC(=O)NC3CCN(Cc4ccccc4)CC3)c(=O)c3ccccc32)cc1	2	0.0	1	-6	102	1.8	-3	10	-2
COc1ccc(C(=O)C2CCCN(Cc3ccc(C#CCCO)cc3)C2)cc1F (stereo not given)	1	0.0	-1	1	93	0.8	0	-6	3
C/C(=N\NC(=O)C1(C)CC1(Br)Br)c1ccc([N+](=O)[O-])cc1 (stereo not given)	-4	-0.4	0	5	95	1.1	1	-4	1

Screens as filed in PubChem BioAssay.
